# esBAF inh – inhibitors of esBAF chromatin remodeling in mouse ES cells; Bmi1-luciferase knock-in reporter, 24 h; 100% = twice the neutral-well signal; reporter increase, % at 12.5 µM; 350,000 tested, 2% active; in the data active means activation above about 40%;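 further: 0% = median of the plate's neutral control wells and 100% = double that signal; a rise in the Bmi1 reporter signal indicates esBAF inhibition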
# PglD DTNB – inhibitors of Campylobacter jejuni PglD acetyltransferase; purified PglD enzyme, DTNB colorimetric CoA detection; inhibition, % at 12.5 µM; 360,000 tested, 0.098% active; in the data active means inhibition above about 16%, passing the limit was not always enough; further: strong numbers were not always called active
# RAD52 inh – blocks human RAD52 DNA annealing. AID 651710. recombinant RAD52 DNA annealing, FRET fluorescence. P43351. inhibition, % at 18.7 µM. 360,000 tested, 0.46% active;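 active means every replicate showing at least 50% inhibition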
# ARNT TACC3 PPI – disruptors of human ARNT/TACC3 interaction; Q9Y6A5; AlphaScreen His-ARNT PAS-B/GST-TACC3 binding, luminescence; TACC3 fragment carries E629A point mutation; inhibition, % at 9.99 µM; 390,000 tested, 0.66% active; AID 623870;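 active means mean inhibition of replicates at least 50% and at least half of replicates each reaching 50%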;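 further: 0% = complete ARNT plus TACC3 wells and 100% = ARNT alone without TACC3; many hits fall short of the cut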
# E-sel inducer – E-selectin induction on HUVECs; AID 686992; 260,000 tested, 0.37% active; activation, % at 7.58 µM; HUVEC E-selectin immunofluorescence imaging; normalized: neutral wells 0, TNF-alpha wells 100; P16581;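 active means mean E-selectin-positive cell signal at least 10% of the positive control, reached in at least 60% of replicates, without over 20% cell loss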;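 further: in these data hits start at about 27%; measured in HUVEC primary endothelial cells; signal is the percent of cells scored E-selectin positive by PE staining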
#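 Material: HUVEC primary endothelial cells; Amount: 3,000 cells per well; Dosing: single concentration; Medium: EGM-2 growth medium on 0.1% gelatin-coated wells; Read-out basis: percent E-selectin-positive cells; Signal: immunofluorescence imaging; Control set: TNF-alpha, DMSO.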
# RAD54 branch – blocks human RAD54 Holliday junction branch migration | 360,000 tested, 0.14% active | AID 602329 | Q92698 | inhibition, % at 10.4 µM | FAM/BHQ fluorescence;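 active means mean normalized replicate activity at least 40 and at least half of replicates scoring 40 or more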;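 further: 0% = median of neutral control wells and 100% = median of positive control wells; inhibitors cause a drop in the FAM fluorescence signal; in these data hits start at about 50%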
# Target sequence (Q92698 whole entry, looked up): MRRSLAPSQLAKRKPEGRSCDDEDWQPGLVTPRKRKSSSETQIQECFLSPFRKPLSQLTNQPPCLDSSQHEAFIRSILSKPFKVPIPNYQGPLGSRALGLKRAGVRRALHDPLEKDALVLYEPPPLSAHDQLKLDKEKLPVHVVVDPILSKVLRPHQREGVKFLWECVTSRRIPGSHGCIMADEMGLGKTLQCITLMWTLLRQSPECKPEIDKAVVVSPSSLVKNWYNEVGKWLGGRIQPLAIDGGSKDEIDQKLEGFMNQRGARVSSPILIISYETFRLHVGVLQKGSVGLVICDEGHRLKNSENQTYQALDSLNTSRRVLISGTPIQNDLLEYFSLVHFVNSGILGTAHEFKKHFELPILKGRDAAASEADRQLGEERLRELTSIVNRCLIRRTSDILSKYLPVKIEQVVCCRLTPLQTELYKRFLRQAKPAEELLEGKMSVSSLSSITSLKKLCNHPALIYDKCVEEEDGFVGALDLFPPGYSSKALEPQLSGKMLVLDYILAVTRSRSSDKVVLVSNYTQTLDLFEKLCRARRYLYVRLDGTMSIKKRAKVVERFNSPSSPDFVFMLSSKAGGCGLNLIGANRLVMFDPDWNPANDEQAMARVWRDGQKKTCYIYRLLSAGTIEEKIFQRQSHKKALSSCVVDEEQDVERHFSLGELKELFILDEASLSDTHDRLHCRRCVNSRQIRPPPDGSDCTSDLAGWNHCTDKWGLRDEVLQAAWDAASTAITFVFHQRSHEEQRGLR
# ERp5 block – ERp5 (human) disulfide isomerase inhibition; Q15084; ERp5 insulin aggregation, absorbance 650 nm, 90 min; inhibition, % at 9.99 µM; 350,000 tested, 0.05% active;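 active means mean replicate inhibition above about 25%, with every replicate also reaching it, limit read from the data, passing the limit was not always enough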
# CASP6 VEID inh – blocks human caspase-6 cleavage activity; P55212; purified caspase-6, Z-VEID-R110 cleavage fluorescence; inhibition, % at 12.5 µM; 350,000 tested, 0.53% active;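 active means mean inhibition across replicates at least about 35%, with every replicate also reaching that limit, limit read from the data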;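 further: 0% = median of neutral control wells and 100% = no fluorescence left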
# Target sequence (P55212 24-179 limits assumed): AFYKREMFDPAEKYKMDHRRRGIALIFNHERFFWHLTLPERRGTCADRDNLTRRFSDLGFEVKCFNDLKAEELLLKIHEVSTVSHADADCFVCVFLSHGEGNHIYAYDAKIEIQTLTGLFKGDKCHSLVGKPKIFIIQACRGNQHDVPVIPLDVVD
# Target sequence (P55212 194-293 limits assumed): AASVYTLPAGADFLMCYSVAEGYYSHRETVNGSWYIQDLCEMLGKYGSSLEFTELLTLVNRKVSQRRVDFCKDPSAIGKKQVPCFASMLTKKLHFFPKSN
# * = called active by the depositor; nt = no result given; & = joins results of further samples. Compounds were not picked by outcome. About 3.2% of those tested had a hit in this group.
SMILES,esBAF inh,PglD DTNB,RAD52 inh,ARNT TACC3 PPI,E-sel inducer,RAD54 branch,ERp5 block,CASP6 VEID inh
Cc1ccc(NC(=O)Nc2cc(Cl)ccc2C2COC(=O)C2=N)cc1 (stereo unspecified),nt,nt,-13,-11,nt,nt,-1,0
C[C@@H]1CCCCO[C@@H](CN(C)S(=O)(=O)c2cccs2)[C@H](C)CN([C@@H](C)CO)C(=O)c2cc(NC(=O)NC3CCCCC3)ccc2O1,11,-3,nt,14,0.2,1,nt,nt
CCOC(=O)C(=O)Nc1ccccc1C(=O)OC,nt,nt,-9,8,3.2,nt,-1,-2
COc1ccc(CN(CC(=O)NC2CCCC2)C(=O)c2onc(C(N)=O)c2N)cc1,-8,-1,-5,-17,nt,-3,0,2
COC(=O)[C@@]12CCCCN1[C@H](c1ccc(-c3ccc(OC)cc3)cc1)[C@@H]1C(=O)N(C)C(=O)[C@@H]12,2,-5,-11,nt,0.0,-15,4,-1
Cc1ccc(N2CCN(CC(O)COc3ccccc3)CC2)cc1 (stereo unspecified),-9,0,-15,2,-0.2,-8,-6,-4
CC(=O)NC(Cc1ccc(F)c(F)c1)C(=O)NC1CCN(S(=O)(=O)c2ccc(C)cc2)CC1 (stereo unspecified),0,1,-6,-1,nt,2,0,1
Cc1nc([N+](=O)[O-])cn1CC(O)c1ccccc1 (stereo unspecified),nt,-3,-11,-2,nt,-12,1,-4
COc1ccc(N2CCN(C(=O)C3CCC(Cn4c(=S)[nH]c5ccccc5c4=O)CC3)CC2)cc1 (stereo unspecified),9,-2,nt,6,nt,0,nt,nt
N#C[C@@H]1[C@@H](c2ccccc2)[C@H](CO)N1C(=O)Cc1ccccc1,1,-1,-19,-8,-0.2,-7,8,-2
Cc1ccc(Nc2nc(N)c([N+](=O)[O-])c(NCCO)n2)cc1C,nt,2,-7,27,0.6,14,4,-1
COc1cccc(CNS(=O)(=O)c2ccc(S(=O)(=O)NC3CC3)cc2)c1,0,2,-13,-4,nt,2,6,2
Cc1ccc(NC(=S)NCc2ccccc2)c(C)c1,13,-3,-5,-2,nt,1,0,2
O=C(NCc1ccccc1)/C(=C\c1ccccc1)NC(=O)c1ccco1,0,-5,-9,-3,nt,-2,10,3
N#CCCNS(=O)(=O)c1ccc(C(=O)OCCCOC(=O)c2ccc(S(=O)(=O)NCCC#N)cc2)cc1,-5,-1,3,nt,nt,9,1,-15
CCN(CC)C(=O)C1=C(C)N(Cc2ccc(OC)cc2)C(=O)C(CC(=O)NCc2cccs2)C1 (stereo unspecified),-6,-4,1,nt,-0.2,-5,-2,2
COc1ccc(C(=O)c2[nH]c(N)c(C(=O)NCCc3c[nH]c4ccccc34)c2-c2ccccc2C(F)(F)F)cc1,nt,nt,-10,nt,0.0,nt,6,-5
CO[C@@H]1CN(C)C(=O)c2cc(NC(=O)c3cccc(F)c3)ccc2OC[C@H](C)NC[C@H]1C,3,-1,3,-13,0.4,-4,1,nt
Cc1noc(C)c1NC(=O)Nc1ccc2c(c1)CC(=O)N([C@H](C)CO)C[C@@H](C)[C@H](CN(C)C(=O)NC(C)C)O2,1,-1,nt,-4,1.3,1,nt,nt
O=[N+]([O-])c1ccc(-n2nnnc2-c2ccccc2)c([N+](=O)[O-])c1,nt,-4,3,-25,nt,-1,1,34
CC(=O)c1sc(-c2ccccc2)nc1C,nt,nt,-16,9,2.2,nt,0,1
O=C(CCNC(=O)c1ccccc1)OCC(=O)c1cccc(Cl)c1,nt,nt,-3,-3,nt,nt,1,1
CCCCc1cc(=O)oc2cc(OCC(=O)N(CC)CC)ccc12,0,-1,nt,11,nt,-6,nt,nt
COc1ccc(CNC(=O)c2sc3nc4c(c(C(F)(F)F)c3c2N)CCC4)cc1OC,9,5,-12,-2,-2.7,-23,1,0
O=C(CCCCCn1c(=S)[nH]c2cc3c(cc2c1=O)OCO3)NCCc1ccccc1,-4,-2,-8,3,nt,0,-16,-6

# Nine of the compounds above, with tabs.
smiles	esBAF inh	PglD DTNB	RAD52 inh	ARNT TACC3 PPI	E-sel inducer	RAD54 branch	ERp5 block	CASP6 VEID inh
Cc1ccc(NC(=O)Nc2cc(Cl)ccc2C2COC(=O)C2=N)cc1 (stereo unspecified)	nt	nt	-13	-11	nt	nt	-1	0
C[C@@H]1CCCCO[C@@H](CN(C)S(=O)(=O)c2cccs2)[C@H](C)CN([C@@H](C)CO)C(=O)c2cc(NC(=O)NC3CCCCC3)ccc2O1	11	-3	nt	14	0.2	1	nt	nt
CCOC(=O)C(=O)Nc1ccccc1C(=O)OC	nt	nt	-9	8	3.2	nt	-1	-2
COc1ccc(CN(CC(=O)NC2CCCC2)C(=O)c2onc(C(N)=O)c2N)cc1	-8	-1	-5	-17	nt	-3	0	2
COC(=O)[C@@]12CCCCN1[C@H](c1ccc(-c3ccc(OC)cc3)cc1)[C@@H]1C(=O)N(C)C(=O)[C@@H]12	2	-5	-11	nt	0.0	-15	4	-1
Cc1ccc(N2CCN(CC(O)COc3ccccc3)CC2)cc1 (stereo unspecified)	-9	0	-15	2	-0.2	-8	-6	-4
CC(=O)NC(Cc1ccc(F)c(F)c1)C(=O)NC1CCN(S(=O)(=O)c2ccc(C)cc2)CC1 (stereo unspecified)	0	1	-6	-1	nt	2	0	1
Cc1nc([N+](=O)[O-])cn1CC(O)c1ccccc1 (stereo unspecified)	nt	-3	-11	-2	nt	-12	1	-4
COc1ccc(N2CCN(C(=O)C3CCC(Cn4c(=S)[nH]c5ccccc5c4=O)CC3)CC2)cc1 (stereo unspecified)	9	-2	nt	6	nt	0	nt	nt

# Remaining list, next part:
SMILES,esBAF inh,PglD DTNB,RAD52 inh,ARNT TACC3 PPI,E-sel inducer,RAD54 branch,ERp5 block,CASP6 VEID inh
Cn1c(=O)n(CC(=O)O)c(=O)c2c1nc1n2CCCN1CCc1ccccc1,4,-4,-18,2,nt,-11,-2,-3
CCCN(CC(=O)Nc1ccccc1OC)C(=O)Cn1c(=O)oc2ccccc21,27,3,-15,-8,0.3,-12,0,8
CC(=N)c1c(O)cc(C)oc1=O,3,-2,7,-5,0.9,-2,1,-5
CCNC[C@H]1[C@H](c2ccc(C3=CCCCC3)cc2)[C@@H](CO)N1C(=O)NC(C)C,0,3,-16,16,0.1,-5,-2,nt
Cc1ccc(-c2ccc([C@H]3[C@H]4CN(S(=O)(=O)c5cccc(C)c5)CCCCN4[C@H]3CO)cc2)cc1,nt,-6,26,4,nt,5,-4,0
C[C@H](O)C#Cc1cnc2c(c1)C(=O)N([C@H](C)CO)C[C@@H](C)[C@H](CN(C)C(=O)CN(C)C)O2,-3,2,-21,-3,0.2,-2,6,-2
CCc1ccc(S(=O)(=O)N/N=C\c2ccc([N+](=O)[O-])o2)cc1,-2,-2,4,8,nt,-16,-16,12
CC1(C(=O)NS(=O)(=O)c2ccccc2Cl)CCN1C(=O)Cc1ccccc1Cl (stereo unspecified),-5,-5,8,nt,0.1,1,1,1
COCCNC(=S)N/N=C/c1c(C)[nH]c2ccccc12,nt,nt,-64,32,nt,nt,7,6
O=C(c1cc(COc2ccc(F)c(F)c2)on1)N1CCOCC1,38,-1,-5,4,-0.2,1,-1,-1
O=C(C[C@@H]1C[C@H]2c3cc(NC(=O)Nc4ccc(F)cc4)ccc3O[C@H]2[C@H](CO)O1)NCC(F)(F)F,-1,3,-10,-3,-0.2,-12,-7,2
OC[C@@H]1Nc2ccc(C#Cc3ccccc3)cc2[C@@H]2[C@H]1CCN2Cc1nccs1,nt,nt,59*,nt,2.4,nt,3,-1
O=C(CCCC(=O)NCC1CCCO1)NCC1CCCO1 (stereo unspecified),-1,-7,nt,-1,nt,-3,nt,nt
Cc1ccc(S(=O)(=O)N(C)C[C@@H]2Oc3ccc(NC(=O)Nc4ccccc4)cc3CC(=O)N([C@H](C)CO)C[C@H]2C)cc1,0,0,2,26,nt,-20,-3,2
COC(=O)c1cc(OC)c(OC)cc1NC(=O)CSc1nnc(-c2cccnc2)n1C,-13,-7,nt,6,nt,12,nt,nt
O=c1c2ccccc2nnn1CCc1ccccc1,20,-6,0,nt,1.4,-8,5,-1
CCC(=O)N1CC2(C1)[C@@H](c1ccccc1)[C@@H](CO)N2CC1CCOCC1,nt,nt,-5,nt,0.1,nt,1,1
C[C@@H]1CN([C@H](C)CO)C(=O)c2cc(Br)cnc2O[C@@H]1CN(C)Cc1cncnc1,-4&2,-17&3,5&6,-6,-0.1&0.1,0&-12,4&13,1&-2
CN1C2CCC1CC(OC(c1ccccc1)c1ccccc1)C2 (stereo unspecified),-1,3,-5,-7,6.0,18,1,-4
C#CCNC(=O)C1=C[C@@H](C2CC2)[C@H](CCCO)[C@@H](OCC)O1,10,1&-3,-7&-11,-1&3,nt,2&4,-1&5,7&2
C[C@H]1CN([C@@H](C)CO)C(=O)c2cc(NC(=O)C3CC3)ccc2O[C@@H]1CN(C)S(=O)(=O)c1ccc(Cl)cc1,-6,0,-3,0,0.0,5,-2,-1
C[C@@H]1CN([C@H](C)CO)C(=O)c2cc(C#CCN(C)C)cnc2O[C@H]1CN(C)Cc1ccc2c(c1)OCO2,-3,-1,-2,-2,-0.2,-7,5,-1
Cn1c2cc(C#N)sc2c2cnn(Cc3ccc(F)cc3)c(=O)c21,-2,3,-7,2,0.0,-1,-2,0
CCOc1cc(/C=C(/NC(C)=O)C(=O)O)cc(Cl)c1OCc1ccc(Br)cc1,nt,-2,-21,-3,nt,-7,-3,17
Cc1ccc(Cl)c(OCCCCN(C)Cc2ccccc2)c1,-6,2,nt,-24,-1.6,10,nt,nt

# Next part
SMILES,esBAF inh,PglD DTNB,RAD52 inh,ARNT TACC3 PPI,E-sel inducer,RAD54 branch,ERp5 block,CASP6 VEID inh
CN1CCN(c2ccccc2NC(=O)c2ccc(-c3cccc(Cl)c3)o2)CC1,-10,-3,-11,-1,0.0,-11,-14,-1
Cc1ccc(C)c2[nH]c(=O)c(CCNS(=O)(=O)c3ccccc3)cc12,-1,-5,-1,-1,-0.1,3,2,-1
CCOc1ccc(CCNC(=O)c2ccc(CS(=O)Cc3ccc(Cl)cc3)o2)cc1OCC (stereo unspecified),1,-3,-13,7,0.1,4,nt,1
C[C@@H]1CN([C@H](C)CO)C(=O)c2cc(-c3cccc(C#N)c3)cnc2O[C@@H]1CN(C)Cc1ccc(F)cc1,5,0,7,19,-0.2,6,-24,-3
Nc1ncnc(Nc2ccc(S(N)(=O)=O)cc2)n1,-1,-6,-7,0,-0.2,1,-1,0
O=C(CC1CCCC1)Nc1ccc(Cl)c(S(=O)(=O)N2CCOCC2)c1,nt,-9,-4,4,-0.4,4,-4,-1
C[C@@H]1CC2=C(C(=O)OC(C)(C)O2)[C@@H](C2CC2)O1,nt,nt,-4,nt,0.2,nt,3,-4
Cc1ccc(NC(=O)CCn2nnc3ccccc32)c(C)c1,24,nt,-15,-11,nt,nt,3,-1
CCOc1ccc(NC(=O)c2cccc(NC(=O)c3ccccc3)c2)cc1,18,6,-23,8,-2.0,4,2,0
CCC(=O)N1CCCc2cc(S(=O)(=O)N3CCN(c4ncccn4)CC3)ccc21,4,1,-6,1,nt,3,21,1
CC(=O)c1c(C)[nH]c(C(=O)OCc2nnc(-c3ccc([N+](=O)[O-])cc3)o2)c1C,-6,-3,-12,10,-0.5,1,6,3
C/C=C/c1cccc(-c2nc(C(=O)NCCC)cc3c2[C@H](CCO)N([S@@](=O)C(C)(C)C)C3)c1,nt,nt,-3,nt,0.1,nt,1,-2
COc1cccc(CN2CCCCC2C(=O)O)c1 (stereo unspecified),6,6,-15,12,nt,5,3,1

# Bioassay records: PubChem BioAssay, Broad Institute
